Smad3 FoxH1 inh = Smad3 (human) transcription factor binding inhibition | TR-FRET Smad3/Dy647-FoxH1 peptide binding, europium anti-His | inhibition, % at 25 µM | 88,000 tested, 0.29% active;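 active = compounds that reduce the energy-transfer binding signal between the protein and its labelled peptide by more than half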;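 also: 0% = Smad3 plus labelled peptide maximal FRET and 100% = peptide-only background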
Target sequence (P84022 whole entry, looked up): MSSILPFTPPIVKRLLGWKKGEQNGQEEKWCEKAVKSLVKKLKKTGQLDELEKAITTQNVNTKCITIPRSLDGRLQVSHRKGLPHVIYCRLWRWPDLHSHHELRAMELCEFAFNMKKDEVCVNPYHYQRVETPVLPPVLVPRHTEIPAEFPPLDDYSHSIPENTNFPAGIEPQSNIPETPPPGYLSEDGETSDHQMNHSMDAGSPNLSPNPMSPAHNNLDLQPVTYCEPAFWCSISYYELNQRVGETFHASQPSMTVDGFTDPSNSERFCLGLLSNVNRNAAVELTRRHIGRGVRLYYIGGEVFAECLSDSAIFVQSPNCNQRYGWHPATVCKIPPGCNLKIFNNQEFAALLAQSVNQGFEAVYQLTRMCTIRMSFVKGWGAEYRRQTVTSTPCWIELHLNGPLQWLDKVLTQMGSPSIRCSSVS
ERa SRC1 pot = enhances coactivator binding to human estrogen receptor alpha; P03372; TR-FRET ERalpha-LBD/SRC-Cy5 coactivator binding, 2 h; 100 = basal binding, no effect; coactivator binding (% of control), % at 25.6 µM; 86,000 tested, 1.3% active; AID 639; in the data active = activity above about 200%;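 also: binding measured in presence of low estradiol as agonist stimulus; 0% = peptide alone without receptor and 100% = receptor with peptide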
Lung fibro prol = blocks proliferation of human lung fibroblasts. LL 47 human lung fibroblast viability, ATP luminescence; active compounds read low. viability, % at 10 µM. 85,000 tested, 1.1% active. AID 719;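 active = viability at or below 50% in the single dose screen; inactive = viability above 50%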;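 also: compound exposure lasted 72 h before the ATP readout; 100% = median luminescence of untreated cell-only wells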
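Material: human lung fibroblast line LL 47, low passage; Evaluation: viability percentage against median untreated-cell control; Buffer or medium: 15% FBS in IMEM; Incubation: 72 h compound exposure at 37 °C after overnight plating; Dosing: 0.1% DMSO in all compound wells; Measured by: CellTiter-Glo luminescence.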
ERa coact inh = ER-alpha (human) coactivator binding inhibition. P03372. TR-FRET ER-alpha LBD / SRC-1 peptide, estradiol-bound. inhibition, % at 25.6 µM. 86,000 tested, 1.7% active. AID 629; in the data active = inhibition above about 50%;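 also: 0% = receptor plus peptide control and 100% = peptide only without receptor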
HUVEC prolif 384 = human endothelial cell proliferation inhibition; HUVEC proliferation, CellTiter-Glo luminescence, 72 h; active compounds read low; viability, % at 10 µM (by protocol); 86,000 tested, 1.1% active; AID 648;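 active = viability at or below 30%; inactive = viability above 30%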;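 also: 100% = median luminescence of DMSO-only cell control wells on each plate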
sEH act = activators of human soluble epoxide hydrolase | 91,000 tested, 0.04% active | AID 717 | purified human sEH enzymatic activity, activator screen | activation, % at 2 µM; in the data active = activation above about 37%; also: values of inactives mirror those of a sister screen read the other way
Target sequence (P34913 whole entry, looked up): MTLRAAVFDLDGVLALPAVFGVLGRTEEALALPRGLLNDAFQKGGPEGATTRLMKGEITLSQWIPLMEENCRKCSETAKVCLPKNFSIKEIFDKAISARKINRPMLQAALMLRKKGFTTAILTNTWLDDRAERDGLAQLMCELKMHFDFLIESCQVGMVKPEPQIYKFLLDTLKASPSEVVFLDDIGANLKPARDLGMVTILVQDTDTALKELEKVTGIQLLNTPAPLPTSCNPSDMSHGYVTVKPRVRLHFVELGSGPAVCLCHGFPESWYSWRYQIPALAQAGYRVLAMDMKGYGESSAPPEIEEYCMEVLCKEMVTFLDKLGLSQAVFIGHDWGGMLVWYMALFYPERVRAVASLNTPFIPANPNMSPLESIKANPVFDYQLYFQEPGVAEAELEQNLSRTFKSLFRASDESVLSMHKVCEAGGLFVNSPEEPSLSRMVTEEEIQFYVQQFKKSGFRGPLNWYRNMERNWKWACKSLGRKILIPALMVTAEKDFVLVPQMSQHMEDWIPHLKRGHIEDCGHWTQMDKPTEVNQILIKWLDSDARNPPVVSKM
ERb SRC1 inh = blocks coactivator binding to human estrogen receptor beta. 86,000 tested, 1.3% active. TR-FRET ER-beta LBD / SRC1-Cy5 peptide binding; receptor agonist-loaded with 1 µM estradiol. inhibition, % at 25.6 µM;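 active = compounds whose percent inhibition of the receptor-coactivator binding signal exceeds about 50% in the single-dose screen, limit read from the data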;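 also: 0% = receptor plus peptide wells without compound and 100% = peptide-only wells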
H69AR growth 86K = blocks growth of human H69AR lung tumor cells; H69AR lung tumor viability, ATP luminescence, 72 h; active compounds read low; 85,000 tested, 6% active; viability, % at 10 µM;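 active = viability at or below 40%; inactive = viability above 40%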;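 also: multidrug resistant small cell line overexpressing MRP-1 efflux transporter; 100% = mean luminescence of untreated control wells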
Calb biofilm kill = kills Candida albicans biofilms. inhibition, % at 6 µM. 85,000 tested, 0.14% active. AID 834. C. albicans biofilm + clotrimazole, Alamar Blue;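 active = inhibition above 20%; inactive = inhibition below 20%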;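 also: preformed 24 hr biofilms exposed to compound for 48 hr; 0% = biofilm without compound and 100% = blank killed by clotrimazole plus chlorhexidine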
The depositor's hits bear a star; x = not tested or not shown; [ ] = another dose, or the depositor's remark. These rows are one share of the data, so the mix of outcomes need not match the whole.

Key to letters: A = Smad3 FoxH1 inh; B = ERa SRC1 pot; C = Lung fibro prol; D = ERa coact inh; E = HUVEC prolif 384; F = sEH act; G = ERb SRC1 inh; H = H69AR growth 86K; I = Calb biofilm kill
c1nc(N2CCCCC2)c2[nH]cnc2n1
  A: -6 | B: 117 | C: 94 | D: -9 | E: 98 | F: x | G: 34 | H: 90 | I: 4
Cc1c(Cl)ccc2c1NC(=O)C21NC(CCC(N)=O)[C@H]2C(=O)N(c3ccc(Cl)cc3)C(=O)[C@H]21 (stereo partly drawn)
  A: 5 | B: 110 | C: 96 | D: -10 | E: 84 | F: 5 | G: -2 | H: 106 | I: 5
O=C(Nc1nccs1)c1ccc(S(=O)(=O)N2CCCCC2)cc1
  A: -1 | B: 123 | C: 111 | D: -2 | E: 112 | F: -35 | G: 3 | H: 81 | I: 9
O=C(c1cn(-c2ccccc2)nc1-c1ccncc1)N1CCCCC1
  A: 16 | B: 86 | C: 103 | D: 0 | E: 111 | F: 0 | G: 29 | H: 80 | I: 4
COc1ccc(OCCSc2nnc3sc4ccccc4n23)cc1
  A: -4 | B: 100 | C: 109 | D: -4 | E: 102 | F: -3 | G: 26 | H: 86 | I: 4
CCOC(=O)Cc1[nH]nc2c1C(C1C=CCCC1)C(C#N)=C(N)O2 (stereo not drawn)
  A: -2 | B: 83 | C: 96 | D: 16 | E: 66 | F: -14 | G: 25 | H: 71 | I: 9
O=C(c1ccccc1)c1c[nH]cc1-c1ccccc1
  A: 4 | B: 122 | C: 96 | D: -7 | E: 94 | F: -11 | G: -1 | H: 92 | I: 9
COc1ccc(C(=O)Nc2nc(C)c(C(=O)N(C)C)s2)cc1OC
  A: -3 | B: 102 | C: 105 | D: -6 | E: 95 | F: -8 | G: 0 | H: 75 | I: 8
COc1ccc(N2CCN(CC(O)COc3ccc4c(c3)CCC4)CC2)cc1 (stereo not drawn)
  A: 14 | B: 121 | C: 104 | D: 6[fluorescence artefact?] | E: 112 | F: -1 | G: -3[fluorescence artefact?] | H: 85 | I: 4
CCOC(=O)Cn1c(=N)n(CCOc2cccc(C)c2)c2ccccc21
  A: -7 | B: 104 | C: 93 | D: -3 | E: 97 | F: 7 | G: -5 | H: 88 | I: 9
CCCOc1ccc(C(=O)c2nc3c(n2O)CCCCC3)cc1
  A: -5 | B: 84 | C: 104 | D: -2 | E: 110 | F: -8 | G: 12 | H: 56 | I: 6
O=C(CSc1nnc(COc2cccc3cccnc23)o1)N1CCN(C(=O)c2ccco2)CC1
  A: 2 | B: 89 | C: 99 | D: -18 | E: 98 | F: -9 | G: -8 | H: 87 | I: -5
COc1ccc(-c2nc(NC(=O)CSc3nnc(C)s3)ns2)cc1
  A: 4 | B: 116[fluorescence artefact?] | C: 102 | D: 6 | E: 90 | F: 6 | G: 12 | H: 89 | I: 5
O=C1CC(c2cccc(F)c2)C2=C(CCCC2=O)N1 (stereo not drawn)
  A: 4 | B: 84 | C: 96 | D: 5[fluorescence artefact?] | E: 100 | F: 11 | G: -1[fluorescence artefact?] | H: 88 | I: 9
O=C(c1coc(=O)c2ccccc12)N1CCN(Cc2ccccc2)CC1
  A: 0 | B: 121[fluorescence artefact?] | C: 98 | D: -5 | E: 89 | F: -6 | G: -11 | H: 89 | I: 3
CSC1=NCCN1C(=O)c1c(F)cccc1Cl
  A: 6 | B: 113 | C: 96 | D: 0 | E: 100 | F: -8 | G: -4[fluorescence artefact?] | H: 79 | I: 5
Cc1cnc(C(=O)Nc2ccc(N3CCN(C(=O)OC(C)(C)C)CC3)cc2)cn1
  A: 5 | B: 99 | C: 60 | D: -3 | E: 72 | F: -7 | G: 4 | H: 28* | I: 5
O=C(C1CC1c1ccccc1)N1CCN(c2cccc(Cl)c2)CC1 (stereo not drawn)
  A: -3 | B: 74 | C: 109 | D: -9[fluorescence artefact?] | E: 87 | F: -8 | G: 1[fluorescence artefact?] | H: 95 | I: 5
CCOC(=O)CSc1nc2c(sc(=S)n2Cc2ccco2)c(=O)n1-c1ccccc1
  A: 3 | B: 112 | C: 103 | D: -6 | E: 89 | F: x | G: -13 | H: 94 | I: 4
COC(=O)c1ccccc1NC(=O)C1COc2ccccc2O1 (stereo not drawn)
  A: -10 | B: 91 | C: 93 | D: 21 | E: 88 | F: 12 | G: 14[fluorescence artefact?] | H: 67 | I: 8
COCC(C)Nc1ncnc2c1cnn2-c1ccc(Cl)cc1 (stereo not drawn)
  A: 3 | B: 84 | C: 106 | D: 11 | E: 101 | F: x | G: 4 | H: 86 | I: 1
COc1ccc(CCNC(=O)c2cc3sccc3n2C)cc1OC
  A: 10 | B: 100 | C: 105 | D: 3 | E: 113 | F: -2 | G: -8 | H: 97 | I: 2
CO/C=C/C#CC1(O)CCN(C)CC1
  A: -2 | B: 126 | C: 102 | D: -6 | E: 98 | F: -7 | G: -16 | H: 93 | I: 8
Cc1ccccc1CSc1nnc(Cn2c(=O)sc3ccccc32)n1C
  A: 3 | B: 93 | C: 87 | D: -1 | E: 63 | F: x | G: -3 | H: 86 | I: 10
N#C/C(=C\c1ccccc1)c1n[nH]c(Cn2cncn2)n1
  A: 9 | B: 79 | C: 98 | D: 1 | E: 101 | F: -9 | G: -10 | H: 97 | I: 5
COc1ccc(NC(=O)CSc2ncn(-c3ccccc3)n2)cc1Cl
  A: 0 | B: 95 | C: 98 | D: -5 | E: 93 | F: -14 | G: -6 | H: 91 | I: 10
Cc1cc(NC(=O)CSc2nnc(C3CC3)n2Cc2ccccc2)no1
  A: 13 | B: 88 | C: 94 | D: 1 | E: 91 | F: 23 | G: 2 | H: 90 | I: 5
CNC(=O)NC(=O)CSc1nc2ccccc2n1CCOC
  A: -3 | B: 92 | C: 90 | D: -1 | E: 96 | F: 6 | G: -3 | H: 81 | I: -2
c1ccc(CNn2nnnc2-c2ccccc2)cc1
  A: 0 | B: 111 | C: 105 | D: 17 | E: 93 | F: 0 | G: 18 | H: 92 | I: -1
O=C(OCCN1CCCCC1)c1ccc(Cl)cc1
  A: -1 | B: 100[fluorescence artefact?] | C: 103 | D: -9 | E: 92 | F: 12 | G: -10 | H: 105 | I: 1

Sorted by count of non-hydrogen atoms (low to high): four of the compounds above.
Key to letters: A = Smad3 FoxH1 inh; B = ERa SRC1 pot; C = Lung fibro prol; D = ERa coact inh; E = HUVEC prolif 384; F = sEH act; G = ERb SRC1 inh; H = H69AR growth 86K; I = Calb biofilm kill
c1ccc(CNn2nnnc2-c2ccccc2)cc1
  A: 0 | B: 111 | C: 105 | D: 17 | E: 93 | F: 0 | G: 18 | H: 92 | I: -1
N#C/C(=C\c1ccccc1)c1n[nH]c(Cn2cncn2)n1
  A: 9 | B: 79 | C: 98 | D: 1 | E: 101 | F: -9 | G: -10 | H: 97 | I: 5
COCC(C)Nc1ncnc2c1cnn2-c1ccc(Cl)cc1 (stereo not drawn)
  A: 3 | B: 84 | C: 106 | D: 11 | E: 101 | F: x | G: 4 | H: 86 | I: 1
COc1ccc(CCNC(=O)c2cc3sccc3n2C)cc1OC
  A: 10 | B: 100 | C: 105 | D: 3 | E: 113 | F: -2 | G: -8 | H: 97 | I: 2

Next records:
Key to letters: A = Smad3 FoxH1 inh; B = ERa SRC1 pot; C = Lung fibro prol; D = ERa coact inh; E = HUVEC prolif 384; F = sEH act; G = ERb SRC1 inh; H = H69AR growth 86K; I = Calb biofilm kill
O=C(CSCc1ccccc1)Nc1nccs1
  A: -8 | B: 130 | C: 101 | D: -1 | E: 96 | F: -5 | G: 5 | H: 102 | I: x
CC(C)COc1ccc(CNC(=S)N/N=C/c2ccc([N+](=O)[O-])cc2)cc1
  A: -3 | B: 84 | C: 67 | D: 6 | E: 68 | F: -6 | G: 2 | H: 71 | I: 4
CCOc1ccc(-c2nc(CSc3nnc(N)s3)cs2)cc1OC
  A: -5 | B: 98 | C: 100 | D: -6 | E: 96 | F: 1 | G: -2 | H: 89 | I: 8
COC(=O)Nc1c(-c2ccccc2)nc2ccccn12
  A: 9 | B: 106 | C: 98 | D: -20 | E: 96 | F: -8 | G: -8[fluorescence artefact?] | H: 108 | I: 6
CCOC(=O)c1c(NC(=O)COC)sc2c1CCCC2
  A: 13 | B: 103 | C: 99 | D: -42 | E: 87 | F: 0 | G: 4 | H: 103 | I: 0
CC1Cc2ccccc2N1C(=O)COC(=O)c1cccnc1Cl (stereo not drawn)
  A: 4 | B: 98 | C: 101 | D: -18 | E: 95 | F: 22 | G: -12 | H: 90 | I: 3
Clc1ccc(CN(CC2CCCO2)C(c2cccs2)c2nnnn2C2CCCC2)cc1 (stereo not drawn)
  A: -7 | B: 87 | C: 96 | D: 1 | E: 100 | F: 0 | G: -7 | H: 85 | I: 0
CCOC(=O)C1=C(C)NC2=C(C(=O)C(C(=O)OCC)C(c3cccc(OC)c3)C2)C1c1ccccn1 (stereo not drawn)
  A: -5 | B: 107 | C: 93 | D: 0 | E: 103 | F: 0 | G: 0 | H: 92 | I: 10
Cc1ccsc1C1CC(=O)NC2=C1C(=O)CC(C)(C)C2 (stereo not drawn)
  A: -9 | B: 112 | C: 100 | D: 6[fluorescence artefact?] | E: 108 | F: 4 | G: 0[fluorescence artefact?] | H: 93 | I: 6
COC(=O)c1ccccc1NC(=O)CSc1n[nH]c(CC(C)C)n1
  A: 4 | B: 104 | C: 90 | D: 3 | E: 90 | F: -3 | G: -3 | H: 85 | I: 4
O=C(NCCN1CCOCC1)c1cc2n(n1)C(C(F)(F)F)CC(c1ccc(F)cc1)N2 (stereo not drawn)
  A: 5 | B: 88 | C: 95 | D: -9 | E: 105 | F: 7 | G: -4 | H: 100 | I: 4
CCCCSc1nc2ccccc2n1CC(=O)O
  A: 9 | B: 97 | C: 99 | D: 3 | E: 95 | F: 0 | G: -5 | H: 106 | I: 3
Cc1c(NC(=O)c2ccccc2N(C)S(=O)(=O)c2ccccc2)c(=O)n(-c2ccccc2)n1C
  A: 6 | B: 97 | C: 99 | D: -10 | E: 104 | F: 10 | G: -11 | H: 99 | I: 5
O=C(NC1CCCC1)C(c1cccs1)N(C(=O)c1ccco1)c1ccc2c(c1)OCO2 (stereo not drawn)
  A: -10 | B: 97 | C: 93 | D: -9 | E: 93 | F: 7 | G: -6 | H: 60 | I: 7
COC(=O)c1ccc(C)c(NC(=O)Cc2coc3cc(OC)ccc23)c1
  A: -4 | B: 108 | C: 90 | D: -3 | E: 83 | F: -10 | G: -9 | H: 85 | I: 1
COCCn1c(N2CCN(c3ccc(OC)cc3)CC2)nc2c1c(=O)[nH]c(=O)n2C
  A: -9 | B: 116 | C: 107 | D: -9 | E: 99 | F: -8 | G: 1 | H: 89 | I: 7
Cc1ccc(S(=O)(=O)Cc2ccc(C(=O)N3CCN(c4ccc(F)cc4)CC3)o2)cc1
  A: 6 | B: 80 | C: 78 | D: 12 | E: 64 | F: 19 | G: 13 | H: 20* | I: -2
Cc1ccc(NC(=O)Cn2cnc3c(cnn3C(C)(C)C)c2=O)cc1
  A: -9 | B: 120 | C: 99 | D: 2 | E: 91 | F: 8 | G: 0 | H: 91 | I: 5
O=C(c1ccc(O)cc1)c1ccc(C(=O)c2ccc(O)cc2)cc1
  A: 1 | B: 11 | C: 97 | D: 14 | E: 79 | F: 2 | G: -5 | H: 77 | I: 5
COc1ccc(-c2csc(Nc3ncccc3C)n2)cc1
  A: -5 | B: 113 | C: 94 | D: -5 | E: 89 | F: -2 | G: -4 | H: 86 | I: 0
Cc1nc2ccc(-c3nc4ccccc4o3)cc2[nH]1
  A: -4 | B: 100 | C: 103 | D: 0 | E: 103 | F: 16 | G: -1 | H: 76 | I: -3
COC(=O)CSc1nnc(-c2cnccn2)n1C
  A: 7 | B: 137 | C: 100 | D: -4 | E: 106 | F: 7 | G: -8 | H: 95 | I: 3
